Bioassay records from PubChem BioAssay.
Tau fibril ThT: tau fibrillization inhibition (ThT binding) | P10636 | recombinant tau K18 P301L, heparin-induced fibrillization, ThT fluorescence | Potency, µM (top dose mostly 57.4 µM), inactives show at the highest dose activity, negative = inhibition, usual class: inhibitors | 270,000 tested, 2.1% active; note: % is set by controls: 0 for no effect and ±100 for the full control effect; nearly all actives have a fitted effect of over 55% in size
Target sequence (P10636 561-689 P618L limits assumed): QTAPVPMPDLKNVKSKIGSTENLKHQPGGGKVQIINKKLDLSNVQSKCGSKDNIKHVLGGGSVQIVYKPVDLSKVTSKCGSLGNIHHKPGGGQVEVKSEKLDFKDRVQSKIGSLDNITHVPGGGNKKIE
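Heparin-induced fibrillization of the P301L-mutant K18 repeat-domain fragment of human tau was followed by ThT binding in quantitative high-throughput format.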
KDM4E inh: blocks human JMJD2E demethylase activity; JMJD2E catalytic domain, FDH-coupled NADH fluorescence (FDH is formaldehyde dehydrogenase); Potency, µM (titrated, usually from 57.1 µM), inactives show at the top dose activity change, negative = inhibition, most hits filed as inhibitors; 230,000 tested, 1.6% active; active = well fitted inhibition curve with a large enough effect, not every such curve was filed as active; inconclusive = small, poorly fitted or top-dose-only effect, or another doubt; inactive = no such curve, though single readings can be large or run the other way;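 note: 0% = wells with enzyme and -100% = buffer wells without enzyme; nearly all actives have a fitted effect of over 50% in size; many of its hits are not listed in these tables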
Target sequence (B2RXH2 1-337 limits assumed): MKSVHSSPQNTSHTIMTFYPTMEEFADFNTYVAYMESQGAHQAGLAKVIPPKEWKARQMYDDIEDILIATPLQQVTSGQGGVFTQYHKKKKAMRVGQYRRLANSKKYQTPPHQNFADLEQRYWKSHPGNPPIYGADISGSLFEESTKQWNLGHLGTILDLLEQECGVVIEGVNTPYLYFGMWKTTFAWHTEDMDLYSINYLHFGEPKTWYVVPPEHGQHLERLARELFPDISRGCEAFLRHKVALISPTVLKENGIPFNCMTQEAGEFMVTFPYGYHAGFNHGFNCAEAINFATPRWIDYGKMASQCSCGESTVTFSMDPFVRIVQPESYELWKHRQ
HttQ103 aggreg: inhibitors of mutant huntingtin aggregate formation in PC12 cells; PC12 HttQ103-GFP aggregates, Acumen cytometry, 40 h; Potency, µM (top dose mostly 46.1 µM), for inactives: at the highest dose activity change, negative = inhibition, most hits filed as inhibitors; 220,000 tested, 1.1% active; AID 1688; note: % is set by controls: 0 for no effect and ±100 for the full control effect; nearly all actives have a fitted effect of over 60% in size
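PC12 cells with ecdysone-inducible HTT exon1 Q103-GFP, induced by 100 nM tebufenozide, given compounds in a concentration series. GFP aggregates (1–25 um, 6 SD above background) counted in lysates by laser-scanning cytometry, 488 nm excitation.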
Tau fluor counter: counter-screen for tau fibril formation inhibitors; tau K18 P301L (four-repeat tau fragment) Alexa594 fluorescence, heparin fibrillization; Potency, µM (highest dose often 57.7 µM), for the others: at the highest dose activity change, negative = decrease; 280,000 tested, 0.93% active; AID 1463; note: % is set by controls: 0 for no effect and ±100 for the full control effect; nearly all actives have a fitted effect of over 55% in size
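Human K18 P301L tau (15 uM unlabeled plus 0.24 uM Alexa 594-labeled, final) in 100 mM sodium acetate pH 7 was mixed with compound and 20 uM heparin and incubated 6 hr at 37 C.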
ALDH1A1 inh: ALDH1A1 (human) enzyme inhibition | P00352 | Purified ALDH1A1, NADH fluorescence, propionaldehyde substrate | Potency, µM (top dose mostly 75.3 µM), without a hit: top-dose activity, negative = inhibition, actives largely listed as inhibitors | 220,000 tested, 7.3% active; active = well fitted inhibition curve with a large enough effect, not every such curve was filed as active; inconclusive = small, poorly fitted or top-dose-only effect, or another doubt; inactive = no such curve, though single readings can be large or run the other way;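 note: plate controls were no enzyme wells and a reference inhibitor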
Target sequence (P00352 whole entry, looked up): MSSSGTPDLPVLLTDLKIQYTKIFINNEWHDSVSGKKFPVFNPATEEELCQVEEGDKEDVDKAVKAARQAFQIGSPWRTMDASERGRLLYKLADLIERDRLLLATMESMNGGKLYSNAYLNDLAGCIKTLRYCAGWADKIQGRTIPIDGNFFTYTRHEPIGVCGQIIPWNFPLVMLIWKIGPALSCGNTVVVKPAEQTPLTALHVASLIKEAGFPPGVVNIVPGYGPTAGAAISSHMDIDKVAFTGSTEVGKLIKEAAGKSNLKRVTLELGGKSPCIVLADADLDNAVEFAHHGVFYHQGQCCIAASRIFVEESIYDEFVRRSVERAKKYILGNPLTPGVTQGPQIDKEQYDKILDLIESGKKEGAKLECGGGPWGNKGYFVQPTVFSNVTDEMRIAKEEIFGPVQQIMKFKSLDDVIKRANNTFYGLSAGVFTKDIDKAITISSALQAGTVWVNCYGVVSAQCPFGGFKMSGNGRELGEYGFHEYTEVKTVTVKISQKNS
SMN2 splice up: SMN2 splice variant enhancement | Potency, µM (highest dose often 46.1 µM), for inactives: top-dose activity change, positive = activation, actives largely listed as activators | AID 1458 | HEK293 SMN2-luciferase splicing reporter, luminescence, 30-36 h | 210,000 tested, 2.8% active; note: % of control where 0% means no effect; nearly all actives have a fitted effect of over 55% in size
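qHTS luciferase splicing reporter: luminescence rises when SMN2 exon 7 is included in transfected HEK293 cells. Compound exposure lasted 30-36 h at 37C, with 4.5 mM final sodium butyrate as control, followed by a ONE-Glo read.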
Tau fibril FP: blocks human tau fibril formation measured by polarization; 280,000 tested, 0.39% active; P10636; Potency, µM (titrated, usually from 57.7 µM), without a hit: top-dose activity, negative = inhibition, most hits filed as inhibitors; K18 P301L tau heparin fibrillization, Alexa594 FP, 6 h; note: % is set by controls: 0 for no effect and ±100 for the full control effect; nearly all actives have a fitted effect of over 55% in size
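Human K18 P301L fragment (15 uM unlabeled plus 0.24 uM Alexa 594-labeled) in 100 mM sodium acetate pH 7 with compound, aggregation induced by 20 uM heparin for 6 hr at 37 C. ThT (30 uM) added for 1 hr, then Alexa 594 FP read.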
HTT ATP protect: Huntington cell model cytoprotection by ATP luminescence; PC12 HTT-Q103 induced, cytoprotection, ATP luminescence, 40 h; Potency, µM (titrated, usually from 56.4 µM), for inactives: cytoprotection (ATP increase), most hits filed as activators; 230,000 tested, 0.14% active;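 note: % of control where 0% means no effect; nearly all actives have a fitted effect of over 45% in size; toxic huntingtin expression switched on by the ecdysone agonist tebufenozide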
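Rat PC12, Q103 Htt exon1-GFP fusion, ecdysone promoter; tebufenozide inducer 100 nM final; compound titration; qHTS, 1500 cells/well; ATPlite luminescent read.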
An asterisk follows results filed as active; ? = inconclusive; . = no result given; [ ] = another dose, or the depositor's remark. Unless noted, calls come from the whole dose curve; as a rule, active = well fitted curve in the direction sought with a large enough effect; inconclusive = small, poorly fitted or top-dose-only effect, or another doubt; inactive = no such curve, though single readings can be large; an effect the other way counts as inactive or inconclusive. Potency is the fitted concentration of half-maximal effect. This is a subset, so the mix of outcomes need not match the whole.

SMILES	Tau fibril ThT	KDM4E inh	HttQ103 aggreg	Tau fluor counter	ALDH1A1 inh	SMN2 splice up	Tau fibril FP	HTT ATP protect
CC1=C(C(=O)Nc2ccccc2)C(c2cccnc2)n2nc(SCc3ccccc3F)nc2N1 (stereo unspecified)	14%	.	.	12%	.	-3%	-7%	.
O=C(C(Cc1ccccc1)n1cccc1)N1CCN(Cc2ccccc2)CC1 (stereo unspecified)	-18%	-4%	?	-16%	?	4%	3%	-6%
O=C(CSCc1ccc(Cl)cc1)Nc1ccccc1C(=O)N1CCOCC1	?	0%	5%	?	1%	.	8%	-11%
CCCCC(=O)Nc1cccc(NC(=O)c2ccccc2Br)c1	-8%	7%	6%	-4%	-8%	-1%	-2%	4%[10 µM]
Cc1ccc(CSCCNC(=O)CN(c2cccc([N+](=O)[O-])c2)S(C)(=O)=O)cc1	3%	-6%	12%[9.22 µM]	-30%	?	-22%	-3%	?
CCOC(=O)c1c(C)[nH]c(C)c1C(=O)CSc1nc2ccccc2n1CCOC	1%	-6%	?	-6%	-1%	.	2%	-5%[10 µM]
O=C(CNCc1cccc2ccccc12)Nc1ccccc1[N+](=O)[O-]	-16%	20%	16%	-20%	?	-15%	5%	23%[10 µM]
CN1CCN(S(=O)(=O)c2ccc(NC(=O)COc3ccccc3)cc2)CC1	-2%	-1%	-10%	-3%	3%	-9%	-6%	-23%
O=C(CNC(=S)N(CCCN1CCOCC1)Cc1cccs1)NCCCN1CCOCC1	?	-2%	-2%	-8%	4%	-6%[1.84 µM]	-3%	11%[10 µM]
COCC1CCN(c2nc3nonc3nc2N2CCSCC2)C1 (stereo unspecified)	-10%	-3%	-9%[9.22 µM]	-7%	-5%	.	-5%	-19%[10 µM]
CCCc1[nH]nc2c1C(CCc1ccccc1)C(C#N)=C(N)O2 (stereo unspecified)	?	-26%	15%	-20%	?	0%	-7%	-1%
COc1cc(/C=N/N2C(=O)CSC2=S)ccc1O	14µM*	3%	7%	-20%	28µM*	5%	-6%	0%
Cn1c(=O)n(C)c2cc([N+](=O)[O-])c(N3CCN(C(=O)c4ccccc4Br)CC3)cc21	?	-4%	11%[9.22 µM]	-1%	?	-45%[inhibitor]	9%	-53%[inhibitor]
CS(=O)(=O)NCc1nnc(SCc2ccccc2C(F)(F)F)o1	-2%	2%	2%	-10%	12%	5%	-9%	9%
CN(CC(=O)Nc1ccc(N2CCOCC2)cc1)CC(=O)Nc1ccc(Cl)cc1[N+](=O)[O-]	?	-3%	-4%	-24%	?	-5%	15%	-8%[10 µM]
CC1=NN(c2ccccc2)C(=O)/C1=C\C=C1\N(C)c2ccccc2C1(C)C	1.6µM*	1%	?	?	?	-48%[inhibitor]	1%	.
Cc1cccc(C(=O)N(NC(=O)Oc2ccccc2)C(C)(C)C)c1	10%	9%	17%	-5%	11%	2%	-2%	.
Cc1ccccc1-c1nnc(CN2CCN(c3cc(Cl)ccc3C)CC2)o1	?	.	.	-10%	.	-26%	7%	.
O=C(NCc1ccccc1)c1ccc(F)c(S(=O)(=O)N2CCOCC2)c1	-9%	-5%	4%	-2%	-9%	-17%	4%	-18%
CCOC(=O)C1CCCN(c2c(NCCC(C)C)c(=O)c2=O)C1 (stereo unspecified)	6%	1%	2%[9.22 µM]	3%	.	.	9%	-1%[10 µM]

Looked up by structure from the list above (2):
SMILES	Tau fibril ThT	KDM4E inh	HttQ103 aggreg	Tau fluor counter	ALDH1A1 inh	SMN2 splice up	Tau fibril FP	HTT ATP protect
CCOC(=O)C1CCCN(c2c(NCCC(C)C)c(=O)c2=O)C1 (stereo unspecified)	6%	1%	2%[9.22 µM]	3%	.	.	9%	-1%[10 µM]
Cc1ccccc1-c1nnc(CN2CCN(c3cc(Cl)ccc3C)CC2)o1	?	.	.	-10%	.	-26%	7%	.

Additional records.
SMILES	Tau fibril ThT	KDM4E inh	HttQ103 aggreg	Tau fluor counter	ALDH1A1 inh	SMN2 splice up	Tau fibril FP	HTT ATP protect
CC(C)N(Cc1nc(-c2ccccc2)no1)C(=O)CCCN1C(=O)c2ccccc2C1=O	-3%	-8%	-6%	-2%	-9%	9%	-2%	0%
O=C(CCN1CCCCC1)Nc1ccccc1	5%	-2%	0%	3%	?	-7%	-5%	0%
C/C(CC(=O)Nc1c(C)cc(C)cc1C)=N\NC(=O)OC(C)(C)C	3%	7%	22%	6%	12%	16%	8%	35%[10 µM]
Cc1ccc(Oc2nc3ccccc3n3cccc23)cc1	-17%	?	?	-17%	?	-10%	-13%	-4%[10 µM]
CCOC(=O)c1sc(=NC(=O)c2ccccc2)n(C)c1C	-11%	?	10%	-14%	?	8.9µM*	-7%	-123%[inhibitor]
O=C(Cn1nnc(N2CCCCC2)n1)c1ccc(Cl)c(Cl)c1	-2%	1%	25%[9.22 µM]	-10%	.	.	-12%	15%[10 µM]
CC(C)(C)C(=O)Nc1ccccc1C(=O)N1CCCC1	-11%	4%	-17%	-2%	-9%	-9%	0%	-15%[1.9 µM]
O=C(NCCOC(=O)c1ccc(Cl)cc1)c1cccnc1	-12%	-1%	8%[9.22 µM]	-6%	-11%	-46%[inhibitor]	3%	-2%
O=C1N/C(=C/c2cccn2-c2ccccc2)C(=O)N1c1cccc(Cl)c1	15%	-12%	21%	-1%	0%	7%	15%	4%[10 µM]
O=c1cc(CSc2ccccc2)nc(-c2ccccc2)[nH]1	0%	5%	18%	-1%	6%	-3%	-9%	3%[10 µM]
CC(C)(C)c1ccc(NC(=O)COC(=O)c2ccc(NS(=O)(=O)c3ccc(F)c(F)c3)cc2)cc1	3%	1%	-20%	?	-3%	13%	28µM*	4%[10 µM]
Cc1nnc(SCC(=O)N2c3ccccc3CC2C)s1 (stereo unspecified)	-5%	9%	-6%	5%	9%	9%	8%	-12%[10 µM]
COc1ccc(OC)c(CCNC(=O)CS(=O)(=O)Cc2nc(-c3ccc(C)cc3)oc2C)c1	-14%	?	-18%	-3%	?	-20%	5%	-47%[inhibitor]
COCCNC(=S)Nc1ccc2nc(N3CCCC3)cc(C)c2c1	-11%	?	11%	-4%	-7%	-11%	1%	15%[10 µM]
CCN(CCCNC(=O)c1cc2cc3ccc(OC)cc3nc2s1)c1ccccc1	?	.	.	?	.	12%	2%	.
O=C(NCc1nnc(SCC(=O)N2CCCc3ccccc32)o1)c1ccco1	-1%	15%	-9%	-6%	?	-17%	-3%	-24%
Cc1csc(NC(=O)CSc2nc3ccccc3s2)n1	-7%	-4%	-10%	-6%	-4%	-1%	-1%	11%[10 µM]
O=C(CN(C(=O)CCC(=O)Nc1nccs1)c1ccc2c(c1)OCCO2)NCc1ccco1	-12%	2%	?	-5%	7%	6%	2%	-11%[10 µM]
CC(C)CC(=O)NC(=S)Nc1ccccn1	5%	4%	23%	3%	1%	-2%	9%	15%
Cc1cnc(CNc2ncncc2-c2ccc(C(=O)N(C)C)cc2)cn1	-1%	-28%	.	1%	-5%	-7%	1%	-1%
CCOC(=O)Cn1nc(-c2ccccc2)c2ccccc2c1=O	-2%	9%	11%	-1%	9%	25%	8%	4%
CC(C)CCOP(=O)(c1ccc(N(C)C)cc1)C(Nc1ccccc1)c1ccc(N(C)C)cc1 (stereo unspecified)	0%	-11%	-13%[9.22 µM]	9%	?	.	0%	-6%[10 µM]
C=CCOc1ccc(/C=N/NC(=O)C(C)Sc2ccccn2)cc1OCC (stereo unspecified)	-1%	-2%	-4%	-2%	?	-14%[1.84 µM]	6%	15%[10 µM]
O=C(O)C[C@@H]1NC(=O)[C@H](Cc2ccccc2)NC1=O	0%	12%	.	-6%	6%	-1%	-6%	2%
Cc1nnc(SCCC#N)n(CCC#N)c1=O	4%	4%	6%	4%	-5%	18%	-3%	9%
c1csc(-c2csc3ncnc(NCCCN4CCOCC4)c23)c1	-6%	2%	7.9µM*	4%	7%	-64%[inhibitor]	4%	26%[1.9 µM]
Cc1oc(-c2ccccc2F)nc1CS(=O)(=O)CC(=O)N1CCN(c2ccc(Cl)cc2)CC1	?	.	.	-28%	.	-44%[inhibitor]	3%	.
CCCCCNc1nc(N2CCCC2)c2c(c1C#N)CCN(C)C2	-18%	?	-2%	-11%	-8%	.	10%	-30%
O=C(CCN1CCOCC1)NCC1COc2ccccc2O1 (stereo unspecified)	-11%	-1%	-2%	-12%	-4%	-2%	-7%	1%[10 µM]
O=C(NCCCN1CCOCC1)c1ccco1	-7%	-1%	0%	1%	16%	-3%	1%	-5%
CCC1(C(=O)OC)NC(c2ccccc2OC)C2C(=O)N(C)C(=O)C21 (stereo unspecified)	0%	8%	-10%	-1%	12%	-2%	7%	10%
Nc1nc(-c2ccc3ccccc3c2)c(C2(O)C(=O)Nc3c(Br)cc(F)cc32)s1 (stereo unspecified)	-12%	-9%	-1%	-14%	?	22%	4%	-17%
Cc1cccc2nc(CNc3ccc(F)cc3)cn12	-8%	2%	-11%	-10%	-1%	.	-2%	-20%[0.074 µM]
CC(C)CC(C(=O)NC1CCCCC1)N(Cc1cccs1)C(=O)c1snc(C(N)=O)c1N (stereo unspecified)	-6%	?	2%	-15%	-10%	-11%	1%	-51%[inhibitor]
C=CCn1c(CNC(=O)c2ccccc2F)nnc1SCC(=O)NC(C)c1ccccc1 (stereo unspecified)	-4%	-2%	14%	2%	-2%	.	4%	-12%
COC(=O)C(C)NC(=O)C1CCCN1S(=O)(=O)c1cc(C)c(Cl)cc1C (stereo unspecified)	7%	1%	-10%	3%	4%	4%	-1%	-5%
CCCN(CCC)CCCNC(=S)Nc1ccc2nc(N3CCN(CC)CC3)cc(C)c2c1	-9%	?	?	-14%	0%	-12%	-2%	-2%
COCCCNC(=S)NNC(=O)c1ccccc1Br	-2%	5%	7%	-4%	?	11%	1%	-17%
Cc1ccc(C(=O)Nc2cc(-c3nc4cc(Cl)ccc4o3)ccc2C)c(C)c1	0%	.	.	-5%	.	-8%	-10%	.
COC(=O)COC(=O)c1ccccc1NC(=O)c1ccccc1	-1%	-3%	-17%	-2%	-4%	-8%	-4%	10%[10 µM]
CSc1nnc(-c2ccc(Br)s2)n1C	-1%	-3%	-4%[9.22 µM]	-6%	.	.	-6%	-8%[10 µM]
COc1cc(C(=O)Sc2ccc(Cl)cc2)cc(OC)c1OC	?	-2%	15%	-14%	-8%	13%	-15%	-41%[inhibitor]
